Source: PubChem BioAssay
Autophagy HCS – autophagy modulation, high-content screen; MEF GFP-LC3 puncta imaging; test concentration mostly 10 µM; calls only at 10 µM (by protocol); 190,000 tested, 0.98% active; AID 463193;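 active = percentage of spot-positive cells more than 3 SD above its plate mean, without a fluorescence outlier flag or 80% toxicity; inconclusive = no clear call, values can overlap the other calls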;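 also: spot-positive cell cutoff set from DMSO-treated cells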
Lipid droplet – hepatic lipid droplet formation modulation | AML12 mouse hepatocytes, oleate lipid droplets, BODIPY imaging | inhibition, % at 6.5 µM | 240,000 tested, 0.4% active;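 active = lipid droplet intensity inhibited by at least 50%, with more than 500 cells counted; inconclusive = wells with under 300 cells, treated as cytotoxic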
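Assay system: AML12 hepatocytes (mouse) / Also added: 100 µM oleic acid challenge / Times: overnight treatment with compound plus oleate / Detection: high-content imaging of BODIPY-stained droplets and DAPI nuclei / Evaluation: % inhibition of lipid droplet signal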
Yfh1-depleted yeast – enhancers of respiration in Yfh1-depleted yeast, dose response, Friedreich's ataxia, plus single-dose screen (AID 1465); 220,000 tested, 0.074% active; fold induction at 50 µM; hits with a dose series show EC50 in µM; S. cerevisiae Yfh1-off respiration, WST-1 reduction, 72 h; higher fold induction means a stronger effect;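 active = fold induction of absorbance versus untreated yeast above a set limit, then at least 30% activation at any dose in follow-up; inconclusive = repeats straddling the limit, or above it without dose testing; inactive = fold induction below the set limit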;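 also: activators that raise dye reduction in frataxin-depleted yeast; strong numbers were not always called active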
Dynein transport – blocks dynein driven cargo transport along microtubules; 220,000 tested, 0.47% active; z-score, hits read low; 3617.4 mouse cells, GR-EGFP nuclear translocation imaging; test concentration mostly 20 µM; stimulated with dexamethasone, 1 µM; active compounds read low;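 active = plate z-score of nuclear minus cytoplasmic receptor signal below a set negative limit, without overly bright fluorescence or cell loss, cut at about -3.5 in these data, passing the limit was not always enough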;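 also: z-score of nuclear minus cytoplasmic ring GR-EGFP intensity difference per well; some compounds called inactive have numbers as strong as hits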
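Buffer or medium: tet-free medium with charcoal-stripped serum / Also added: dexamethasone agonist, 1.0 µM final, for 30 min / Timing: induction 48 h, compound 1 h, agonist 30 min / Measured by: high-content fluorescence imaging after fixation / Read-out: nuclear-to-cytoplasmic GR-EGFP distribution per well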
M17LAP inhibition – P. falciparum M17LAP inhibitors, primary screen, biochemical, fluorogenic H-Leu-NHMec substrate, 1536-well (AID 1619); 220,000 tested, 0.38% active; recombinant M17LAP, H-Leu-NHMec fluorogenic kinetic assay; higher % means a stronger effect; one-dose inhibition, % at 30 µM; IC50 in µM for titrated hits;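 active = compound inhibiting the enzyme by more than half at any dose during confirmatory dose-response retesting; inconclusive = strong single-dose inhibitors picked by rank but not retested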;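 also: plate controls were full reaction with DMSO carrier for no effect and no enzyme background for full effect; strong numbers were not always called active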
P. falciparum M1AAP – P. falciparum M1AAP inhibitors, biochemical, fluorogenic H-Leu-NHMec substrate, 1536-well (AID 1445); recombinant M1AAP, H-Leu-NHMec fluorogenic kinetic assay; higher % means a stronger effect; one-dose inhibition, % at 30 µM; IC50 in µM for titrated hits; 220,000 tested, 0.42% active;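 active = primary inhibition above the hit cutoff, then over 50% inhibition at one or more dose response concentrations, cut at about 23% in these data, passing the limit was not always enough; inconclusive = conflicting primary data, or primary hits not chosen for dose response; inactive = low primary inhibition, or under 50% at every dose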;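 also: plate controls were DMSO full reaction for no effect and no enzyme background for full effect; strong numbers were not always called active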
Insulin prom up – MIN6 insulin promoter up-regulation. MIN6 insulin promoter-GFP reporter, high-content imaging; active compounds read high. z-score at 5 µM. 190,000 tested, 0.3% active. AID 1625;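 active = z-score above 3 at 5 µM with at least 500 cells counted in the well; inconclusive = wells under 500 cells, flagged as cytotoxic or low count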
MT stabilizer – stabilizes microtubules in HeLa cells. HeLa tubulin immunostaining HCS, 24 h; share of cells brighter than vehicle mean+2SD. % tubulin-high responders, % at 10 µM. 200,000 tested, 0.83% active. AID 2205;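 active = plate Z-score above 3 for both tubulin-high and condensed-nucleus cell shares, with cell loss under 80%, at 10 µM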;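 also: anti alpha tubulin signal scored within the nucleus-defined area of each cell; some results filed as inactive read as strong as hits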
CSM14.1 death rescue – protection against thapsigargin-triggered cell killing – 384-well, CSM14.1, ATP luminescence, primary screen (AID 1222); cellular ATP content (survival), % at 20 µM; hits with a dose series show EC50 in µM; CSM14.1 thapsigargin-induced death rescue, ATP luminescence; higher % means a stronger effect; 190,000 tested, under 10 active;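 active = EC50 below 50 µM in the dose-response confirmation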;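 also: death triggered by thapsigargin at about 15 µM added after 2 h compound pretreatment; cell ATP read after overnight thapsigargin exposure of roughly 18 to 22 hours; normalized against plate controls of thapsigargin alone and 5% DMSO vehicle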
Dynein transport cytoplasmic EGFP – recorded beside Dynein transport, whose call it bears; z-score; measured here: cytoplasmic GR-EGFP intensity; active compounds read high
Dynein transport nuclear GR-EGFP – also measured in Dynein transport; calls as there; z-score; measured here: nuclear GR-EGFP intensity;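 lower value marks the stronger effect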
Dynein transport cell count – also measured in Dynein transport; calls as there; z-score; measured here: cell count per field
Insulin prom up cell count – second read-out of Insulin prom up, no call of its own (marks repeat the call); cell count; measured here: cytotoxicity, nuclei count;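 total cells summed across four imaged fields per well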
Lipid droplet cells 6.5 µM – also measured in Lipid droplet; calls as there; cell count; measured here: cell count, cytotoxicity flag;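 cells counted across two imaged fields per well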
MT stabilizer Hoechst-high % – further read-out of MT stabilizer, marked with its call; % Hoechst-high responders; measured here: nuclear condensation Hoechst responders;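 share of cells brighter than vehicle mean plus two SD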
MT stabilizer cytotoxicity % – recorded beside MT stabilizer, whose call it bears; toxicity, %; measured here: cytotoxicity by cell density;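 0% = mean cell density of plate MIN control wells and 100% = no cells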
Autophagy HCS cell loss 18 h – further read-out of Autophagy HCS, marked with its call; toxicity, %; measured here: cell loss, nuclei count;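 cell loss after 18 h compound exposure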
* hit, by the source's call; i = inactive; ? = inconclusive; . = no result given; + = active, no number. Rows are unselected; 3.5% or so of the library scored in one or more.

The line under a structure holds: Autophagy HCS | Autophagy HCS cell loss 18 h | Lipid droplet | Lipid droplet cells 6.5 µM | Yfh1-depleted yeast | Dynein transport | Dynein transport cytoplasmic EGFP | Dynein transport nuclear GR-EGFP | Dynein transport cell count | M17LAP inhibition | P. falciparum M1AAP | Insulin prom up | Insulin prom up cell count | MT stabilizer | MT stabilizer Hoechst-high % | MT stabilizer cytotoxicity % | CSM14.1 death rescue
> CCOc1cc(N2CCOCC2)c(OCC)cc1NC(=O)COc1ccccc1[N+](=O)[O-]
→ i | -3.3 | 6.3 | 656 | i | 1.16 | -0.332 | 0.811 | -0.306 | 2.3% | -0.2% | 2.05 | 1222 | 4.6 | 2.1 | 8.3 | 0.6%
> CCOC(=O)c1cc(NC(=O)C2CCCO2)cc(C(=O)OCC)c1 (centres undefined)
→ i | 1.3 | -18.6 | 678 | i | 0.122 | -0.238 | 0.427 | 0.293 | -5.5% | 3.3% | . | . | 3.3 | 2.0 | 6.7 | -0.4%
> O=Cc1ccccc1Oc1ccccc1
→ i | -1.5 | 8.7 | 715 | i | -0.359 | -0.23 | -0.619 | 0.692 | -1.7% | -2.6% | -0.42 | 1860 | 1.5 | 2.0 | 3.9 | -1.0%
> CCn1cc(C(=O)O)c(=O)c2cc(F)c(N3CCN(C(=S)NC(=O)c4ccc(F)cc4)CC3)cc21
→ . | . | 8.5 | 746 | i | 0.479 | -0.208 | 0.211 | 0.479 | -2.2% | 9.6% | -0.25 | 979 | . | . | . | .
> COC(=O)C1(NC(=O)NC23CC4CC(CC(C4)C2)C3)CCCCC1
→ i | 6.3 | 4.6 | 636 | i | -0.0856 | -0.306 | 0.624 | -0.267 | 2.7% | 5.8% | -0.36 | 1761 | 5.1 | 2.6 | 11.7 | 0.1%
> O=c1c2ccccc2cnn1-c1ccc(Cl)nn1
→ i | 2.6 | 2.3 | 699 | i | 0.599 | -0.277 | 0.436 | 0.486 | -9.9% | -5.3% | 0.28 | 1104 | 2.1 | 1.3 | 2.1 | -0.8%
> Cc1c(Cc2ccccc2)sc(NC(=O)/C=C/c2cccc3ccccc23)c1C(N)=O
→ + | -5.5* | 4.4 | 672 | i | -1.1 | -0.279 | -0.754 | 0.591 | -0.2% | 7.5% | -0.39 | 1453 | 18.2* | 28.1* | 32.2* | -3.4%
> COc1ccc(C(=O)NC2=NCCS2)cc1S(=O)(=O)N1CCCCC1C (centres undefined)
→ i | -6.7 | -2.8 | 639 | i | 1.58 | -0.254 | 0.988 | -0.98 | -8.7% | 5.2% | 1.34 | 1249 | 4.8 | 3.5 | 8.8 | -1.3%
> CCOC(=O)CN1C2=NCCN2c2ccccc21
→ i | -2.8 | -2.6 | 564 | i | -0.264 | -0.207 | -0.79 | 0.0233 | 9.3% | 5.5% | -0.1 | 1723 | 2.3 | 1.2 | 7.5 | -3.1%
> Cc1cc(C(=O)NCc2ccc(Cl)cc2)n(-c2ccccc2)n1
→ . | . | -6.1 | 792 | i | 0.297 | -4.01e-05 | 0.382 | -1.02 | 10.7% | 3.1% | 0.01 | 1099 | . | . | . | .
> Cc1nc2cc(S(=O)(=O)N3CCC(C(=O)O)CC3)ccc2n1C1CCCC1
→ i | 15.3 | . | . | i | -0.361 | -0.105 | 0.0607 | 0.367 | 4.2% | 1.6% | 0.2 | 1627 | 5.3 | 3.7 | 8.3 | -0.6%
> CC1=CC(C)(C)N2C(=O)C3(C(C#N)=C(N)Oc4cc(C)oc(=O)c43)c3cccc1c32 (centres undefined)
→ i | -13.0 | -18.8 | 772 | i | 0.00656 | -0.202 | 0.342 | -0.624 | 5.2% | 2.5% | 0.14 | 1226 | 6.7 | 3.7 | 4.5 | -2.3%
> CCC(Sc1nnc2c3ccccc3n(CC)c2n1)C(=O)Nc1sc2c(c1C#N)CCCC2 (centres undefined)
→ i | -14.4 | 7.0 | 809 | i | 0.581 | 0.0173 | 0.793 | -1.4 | 5.1% | 1.9% | 0.69 | 810 | 6.3 | 3.0 | 2.5 | 2.4%
> O=C(c1ccccc1)N(Cc1ccccc1)c1ccccn1
→ i | 8.1 | . | . | i | 0.471 | -0.394 | -0.24 | 0.435 | -7.3% | 8.9% | -0.1 | 1205 | 3.7 | 2.3 | 7.0 | 1.3%
> O=C(O)C1CC(=O)N(Cc2ccc3c(c2)OCO3)C1 (centres undefined)
→ i | -4.9 | -5.3 | 737 | i | -0.37 | -0.292 | -0.393 | 1.21 | -0.3% | 2.5% | . | . | 3.7 | 2.1 | 5.4 | -2.9%
> COc1cc(CN2CCc3ccccc3C2)ccc1O
→ . | . | -2.1 | 590 | i | -0.982 | 3.53 | 0.221 | -2.26 | 5.8% | -4.0% | ? | . | . | . | . | .
> Cc1sc2nc(SCC(=O)N3CCOCC3)[nH]c(=O)c2c1C
→ i | -1.4 | 12.5 | 741 | i | -0.0847 | -0.224 | 0.204 | 0.628 | 5.2% | -7.6% | 0.95 | 1304 | 3.7 | 2.0 | 5.6 | 2.0%
> COC(=O)CN(c1cccc(OC)c1)S(C)(=O)=O
→ i | -16.6 | . | . | i | 0.0513 | -0.212 | 0.188 | 0.293 | 13.6% | 5.5% | 0.82 | 1242 | 3.2 | 1.9 | 12.3 | -2.1%
> O=C(C(=C1NCCN1)n1cncn1)c1ccccc1
→ + | -11.9* | . | . | i | -0.559 | -0.283 | 0.393 | 0.516 | 23.2% | -0.6% | -0.19 | 1280 | 2.1 | 2.8 | 13.4 | -0.8%
> CCCCCC(=O)Nc1ccc(S(=O)(=O)Nc2nccc(C)n2)cc1
→ i | 11.2 | 16.9 | 753 | i | 1.06 | -0.296 | 0.384 | -0.0797 | -4.8% | -4.7% | . | . | 2.2 | 1.7 | 3.2 | -0.9%
> NC(=O)CC1SC(N)=NC1=O (centres undefined)
→ i | 42.2 | 8.1 | 701 | i | 0.594 | -0.231 | 0.628 | 0.493 | 0.9% | -2.7% | -0.57 | 890 | 1.5 | 1.4 | 11.4 | -4.9%
> CCN(CC)CCCN1C(=O)C(=O)/C(=C(/O)c2cc(C)ccc2C)C1c1cccnc1 (centres undefined)
→ i | 4.6 | . | . | i | -0.314 | -0.195 | -0.00876 | 0.616 | 2.0% | 2.2% | . | . | 2.1 | 1.6 | 8.2 | -2.1%
> COc1ccc(/C=N/NC(=O)c2cccc(Br)c2)cc1CSc1ccccn1
→ i | -4.5 | -1.8 | 661 | i | -0.494 | -0.286 | -0.616 | 0.643 | 3.7% | 3.6% | 0.59 | 1489 | 12.8 | 27.6 | 28.5 | 2.7%
> CC1(C)Cc2cccc(C(=O)Nc3ccc(F)cc3F)c2O1
→ . | . | -12.4 | 677 | i | -0.177 | -0.0624 | -0.146 | -0.185 | 4.1% | 0.2% | -0.18 | 1347 | . | . | . | .
> O=C(Nc1ccc(OC(F)F)c(Cl)c1)c1ccccn1
→ i | 1.5 | -4.8 | 708 | i | 1.91 | 0.00673 | 0.917 | -0.117 | -13.2% | -4.1% | -0.31 | 1305 | 1.9 | 2.6 | 7.1 | -1.2%
> COc1ccc2c(c1OC)C(=O)N(C(C)C(=O)O)C2=O (centres undefined)
→ i | -12.7 | . | . | i | 0.342 | -0.181 | 0.554 | -0.842 | 3.4% | 5.4% | . | . | 4.5 | 1.9 | 6.4 | -1.2%
> O=c1c(-c2ccccc2)coc2c(CN3CCOCC3)c(O)ccc12
→ i | 15.7 | -18.9 | 562 | i | -0.579 | -0.105 | 0.0908 | -0.0359 | -12.5% | 11.2% | 0.03 | 1771 | 6.5 | 2.0 | 7.8 | -2.3%
> CCOCc1nnc(NC(=O)c2ccc(NC(C)=O)cc2)s1
→ i | 6.3 | -5.4 | 652 | i | -0.86 | -0.338 | -0.671 | 1.46 | 14.2% | 1.4% | -0.08 | 1502 | 2.5 | 1.8 | 7.8 | 2.3%
> CC(C)CCNC(=O)CCCOc1ccccc1
→ i | 4.0 | . | . | i | 1.77 | -0.354 | 0.386 | -0.016 | 3.2% | -2.1% | -1.06 | 915 | 1.7 | 2.6 | 18.3 | -0.8%
> CCOC(=O)c1cc2c(C)nn(-c3ccccc3)c2s1
→ i | -2.3 | -15.2 | 737 | i | 0.308 | -0.175 | -0.112 | 0.398 | 10.7% | 3.3% | . | . | 2.7 | 1.9 | 3.4 | -1.5%
> CN(C)CCNC(=O)c1cccc(NS(=O)(=O)c2ccc(Cl)c(Cl)c2)c1
→ i | 18.2 | -2.0 | 693 | i | -0.786 | -0.184 | -0.771 | 0.302 | 8.8% | 11.0% | 0.02 | 1300 | 2.5 | 2.2 | 6.6 | -1.1%
> O=C(O)Cc1ccc(-c2ccccc2)cc1
→ i | 18.2 | -8.3 | 709 | . | -0.0555 | -0.303 | 0.155 | 0.7 | 9.7% | 3.1% | . | . | 4.2 | 3.6 | 5.8 | 1.2%
> CSc1ccccc1-c1nnc(-c2ccccc2)o1
→ i | 2.3 | -0.9 | 657 | i | 3.17 | -0.164 | 0.555 | -1.74 | -11.6% | 4.0% | 0.91 | 1783 | 1.6 | 1.2 | 4.4 | -5.3%
> CS(=O)(=O)c1ccc2nc(NC(=O)C3CCCO3)sc2c1 (centres undefined)
→ i | -0.7 | 8.4 | 715 | i | -0.432 | -0.293 | -0.317 | 0.7 | -0.2% | 4.6% | 0.69 | 1492 | 2.6 | 1.4 | 7.5 | -2.9%
